Compound activity deposited in PubChem BioAssay by Broad Institute.
F508del corr – correctors of CFTR F508del function in bronchial epithelial cells | CFBE cells, YFP halide quenching; stimulated with forskolin plus potentiator P3; % fluorescence drop versus neutral controls | activity (quench increase), % at 7.58 µM | 350,000 compounds, 0.36% hits | AID 720511;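 active means mean added fluorescence quench of at least 8% versus neutral control, with both replicates also reaching 8%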;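 further: cells transiently co-express mutant CFTR-F508del with the halide-sensitive YFP; corrector assay measuring rescue of mutant channel to the surface after 24 h compound exposure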
RAD54 inh – RAD54 (human) branch migration inhibition | Q92698 | RAD54 Holliday junction branch migration, FAM/BHQ fluorescence | inhibition, % at 10.4 µM | 360,000 compounds, 0.14% hits;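 active means mean normalized replicate activity at least 40 and at least half of replicates scoring 40 or more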;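 further: 0% = median of neutral control wells and 100% = median of positive control wells; inhibitors cause a drop in the FAM fluorescence signal; in these data hits start at about 50%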
Target sequence (Q92698 whole entry, looked up): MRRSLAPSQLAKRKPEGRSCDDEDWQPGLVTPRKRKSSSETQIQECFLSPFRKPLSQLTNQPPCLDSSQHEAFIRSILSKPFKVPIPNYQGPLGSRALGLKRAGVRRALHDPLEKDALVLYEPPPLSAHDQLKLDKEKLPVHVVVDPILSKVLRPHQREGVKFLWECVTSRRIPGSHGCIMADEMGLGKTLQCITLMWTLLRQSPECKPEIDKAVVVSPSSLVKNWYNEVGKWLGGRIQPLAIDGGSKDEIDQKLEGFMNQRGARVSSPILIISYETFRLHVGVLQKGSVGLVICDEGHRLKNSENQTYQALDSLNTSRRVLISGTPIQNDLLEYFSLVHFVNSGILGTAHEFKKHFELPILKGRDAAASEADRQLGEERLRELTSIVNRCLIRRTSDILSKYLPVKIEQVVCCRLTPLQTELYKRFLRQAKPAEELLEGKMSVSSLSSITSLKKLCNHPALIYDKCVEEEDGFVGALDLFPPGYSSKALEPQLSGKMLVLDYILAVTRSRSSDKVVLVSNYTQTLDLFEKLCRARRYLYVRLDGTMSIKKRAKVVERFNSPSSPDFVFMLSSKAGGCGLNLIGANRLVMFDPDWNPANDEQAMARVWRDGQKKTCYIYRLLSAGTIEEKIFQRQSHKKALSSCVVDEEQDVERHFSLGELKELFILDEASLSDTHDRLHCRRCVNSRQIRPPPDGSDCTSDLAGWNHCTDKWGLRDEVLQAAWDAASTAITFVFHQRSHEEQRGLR
RAD52 anneal inh – RAD52 (human) annealing inhibition | 360,000 compounds, 0.46% hits | recombinant RAD52 DNA annealing, FRET fluorescence | inhibition, % at 18.7 µM | P43351 | AID 651710;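 active means every replicate showing at least 50% inhibition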
ARNT-TACC3 inh – ARNT/TACC3 interaction disruption | inhibition, % at 9.99 µM | AID 623870 | 390,000 compounds, 0.66% hits | AlphaScreen His-ARNT PAS-B/GST-TACC3 binding, luminescence; TACC3 fragment carries E629A point mutation;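 active means mean inhibition of replicates at least 50% and at least half of replicates each reaching 50%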;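 further: 0% = complete ARNT plus TACC3 wells and 100% = ARNT alone without TACC3; many hits fall short of the cut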
XiGFP reactiv – X-chromosome reactivation activator; XiGFP mouse fibroblasts, % GFP-positive cells imaging, 3 d; cells co-treated with 5-aza-dC sensitizer; scaled so ellipticine positive control = 100%; activation, % at 7.58 µM; 360,000 compounds, 0.055% hits; AID 743238;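 active means mean normalized replicate activation at least 10% and every replicate at or above 10%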;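 further: 0% = median of on-plate neutral control wells and 100% = ellipticine 6 µM median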
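Material: SV40-immortalized XiGFP fibroblast cells, line 68-5-11 | Buffer or medium: DMEM containing 5-aza-dC | Dosing: One concentration, pinned | Times: 3 d treatment, 15 min room-temperature fixation | Controls: Ellipticine 6 µM positive control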
esBAF inh – blocks esBAF chromatin remodeling in mouse ES cells | Bmi1-luciferase knock-in reporter, 24 h; 100% = twice the neutral-well signal | reporter increase, % at 12.5 µM | 350,000 compounds, 2% hits | AID 602393; in the data active means activation above about 40%;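 further: 0% = median of the plate's neutral control wells and 100% = double that signal; a rise in the Bmi1 reporter signal indicates esBAF inhibition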
INS-1E GSIS act – primary screen for activators of insulin secretion dependent on glucose, INS-1E cells, GLuc reporter luminescence; INS-1E GLuc reporter insulin secretion, 2-3 h; activation, % at 16.6 µM; 370,000 compounds, 0.61% hits; AID 743287;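 active means lowest replicate activation of at least 40%, so every replicate reaches that level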;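 further: 0% = median of neutral control wells and 100% = median of IBMX positive control wells; some compounds called inactive have numbers as strong as hits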
ERAP1 inh – ERAP1 (human) enzyme inhibition | Q9NZ08 | inhibition, % at 10.7 µM | 340,000 compounds, 0.15% hits | recombinant ERAP1, Leu-AMC fluorescence, 60 min;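 active means mean replicate inhibition of at least 30%, or all replicates individually reaching that 30% level; inactive means mean below 30% and not every replicate reaching it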;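 further: 0% = neutral control wells and 100% = L-leucinethiol positive control wells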
An asterisk follows results filed as active; . = no result given; & = joins results of further samples.

SMILES | F508del corr | RAD54 inh | RAD52 anneal inh | ARNT-TACC3 inh | XiGFP reactiv | esBAF inh | INS-1E GSIS act | ERAP1 inh
C[C@@H]1CCCCO[C@H](CN(C)CC2CC2)[C@@H](C)CN([C@H](C)CO)C(=O)c2cc(NC(=O)Nc3ccc4c(c3)OCO4)ccc2O1 | -1.6 | 5 | 23 | 5 | 0.2 | 0 | -2 | 0
CCCNC(=O)[C@@H]1[C@@H](CO)[C@@H]2Cn3c(ccc(-c4ccc(F)cc4)c3=O)[C@H]1N2C | -1.3 | -6 | 0 | -4 | 0.0 | 5 | -1 | 0
CC(=O)N1CCN(C(=O)c2cc3ccccc3o2)CC1 | -1.2 | 2 | -9 | -4 | 0.0 | 2 | 5 | -1
CCN(CCN(C)C)C(=O)c1ccc2c(c1NCCO)C(=O)c1ccccc1C2=O | 1.4 | . | 58* | 4 | 0.0 | . | -4 | -1
CC(C)NC(=O)Nc1ccc2c(c1)C(=O)N([C@@H](C)CO)C[C@H](C)[C@@H](CN(C)C(=O)Nc1ccc(F)cc1)OCCCC[C@@H](C)O2 | -2.2 | 1 | -8 | -13 | 0.0 | -2 | -2 | 4
O=[N+]([O-])c1cc(F)cc(F)c1Nc1cc(F)cc(F)c1 | -5.3 | -4 | 11 | 3 | 0.1 | -10 | . | 3
COc1ccc(S(=O)(=O)Nc2cccc3c2O[C@H](CN(C)Cc2ccc(C(=O)Nc4ccccc4N)cc2)[C@H](C)CN([C@H](C)CO)C3=O)cc1 | 4.1 | 13 | -26 | -3 | 0.1 | -24 | -10 | -5
COCC(=O)N1CC2(CCN(Cc3cccnc3)CC2)c2c(n(C)c3cc(OC)ccc23)[C@H]1CO | -1.0 | . | 17 | . | 0.0 | . | 14 | 0
C[C@H]1CN([C@@H](C)CO)S(=O)(=O)c2ccc(C#CC3CC3)cc2O[C@@H]1CN(C)C(=O)C1CCCCC1 | -4.7 | . | . | . | -0.9 | 5 | -16 | .
CCc1ccccc1NC(=O)CN1CCN(C(=O)CN2C(=O)NC3(CCCCC3C)C2=O)CC1 (configuration not stated) | -2.3 | -2 | -1 | -4 | 0.3 | . | 0 | 0
Cc1cccc(C)c1NC(=S)NC(=O)CCc1ccccc1 | -1.2 | -5 | -13 | -3 | . | -2 | -8 | 4
NC(=O)C1CC(=O)N(CCc2ccc(F)cc2)C1 (configuration not stated) | -1.3 | -15 | -9 | -2 | -0.2 | 5 | -5 | .
O=C(/C=C/c1ccccc1[N+](=O)[O-])Nc1cccnc1 | . | . | 4 | -2 | -0.1 | . | . | 1
CCc1ncc(/C=C2\C(=O)Nc3ccccc32)[nH]1 | . | 19 | -65 | 6 | -0.1 | . | 15 | 9
Cc1ccc(S(=O)(=O)Nc2ccc3c(c2)C(=O)N([C@@H](C)CO)C[C@@H](C)[C@@H](CN(C)Cc2ccccc2)OCCCC[C@H](C)O3)cc1 | 2.1 | -1 | . | 13 | 1.7 | 2 | -34 | .
O=S(=O)(NC1CC1)c1ccccc1 | 0.0 | 3 | -3 | -5 | 0.0 | -2 | 15 | 2
O=C(COc1ccc(Br)cc1)Nc1ccc2oc(=O)ccc2c1 | -0.9 | -5 | -5 | . | 0.0 | -13 | -4 | 0
N#C/C(=C\c1ccc(C(=O)O)cc1)S(=O)(=O)c1cc(Br)ccc1Br | -0.6 | . | -158 | -2 | 0.3 | . | 0 | 3
CC1CCOC(c2coc3ccccc3c2=O)O1 (configuration not stated) | . | -5 | -4 | -4 | 0.0 | . | 3 | 2
CCCn1nc(NS(=O)(=O)c2ccc(F)cc2)c2cc3ccccc3nc21 | 0.3 | 8 | -14 | -9 | 0.0 | -6 | -4 | -1
CO[C@@H]1CN(C)C(=O)c2cc(NC(=O)c3cccc(F)c3)ccc2OC[C@@H](C)N(CC2CC2)C[C@@H]1C | -1.4 | -2 | 1 | -4 | 2.1 | -1 | -1 | -3
COc1ccc2c3c([nH]c2c1)[C@H](CO)N(C(=O)c1ccncc1)CC31CN(C(=O)C2CCC2)C1 | 0.6 | . | 0 | . | 0.4 | . | 27 | -3
COc1cccc2c1OC1(C)CC2/C(=C(\C)O)C(=O)N1 (configuration not stated) | . | -19 | . | -3 | . | 2 | -7 | .
C[C@H](O)C#Cc1ccc2c(c1)O[C@@H](CN(C)CC1CCCC1)[C@H](C)CN([C@H](C)CO)S2(=O)=O | -6.4 | 0 | -16 | -5 | -0.2 | -6 | 11 | -7
O=C1Nc2ccccc2OC1CC(=O)N1CCN(c2cccc(C(F)(F)F)c2)CC1 (configuration not stated) | . | 6 | . | 0 | . | -10 | -17 | .

Structures from the list above that contain bromine (two):
SMILES | F508del corr | RAD54 inh | RAD52 anneal inh | ARNT-TACC3 inh | XiGFP reactiv | esBAF inh | INS-1E GSIS act | ERAP1 inh
O=C(COc1ccc(Br)cc1)Nc1ccc2oc(=O)ccc2c1 | -0.9 | -5 | -5 | . | 0.0 | -13 | -4 | 0
N#C/C(=C\c1ccc(C(=O)O)cc1)S(=O)(=O)c1cc(Br)ccc1Br | -0.6 | . | -158 | -2 | 0.3 | . | 0 | 3

One compound at a time, from the list above. Order of values: F508del corr | RAD54 inh | RAD52 anneal inh | ARNT-TACC3 inh | XiGFP reactiv | esBAF inh | INS-1E GSIS act | ERAP1 inh
Profile of CC(C)NC(=O)Nc1ccc2c(c1)C(=O)N([C@@H](C)CO)C[C@H](C)[C@@H](CN(C)C(=O)Nc1ccc(F)cc1)OCCCC[C@@H](C)O2 → -2.2 | 1 | -8 | -13 | 0.0 | -2 | -2 | 4
Profile of O=S(=O)(NC1CC1)c1ccccc1 → 0.0 | 3 | -3 | -5 | 0.0 | -2 | 15 | 2
Profile of O=C(COc1ccc(Br)cc1)Nc1ccc2oc(=O)ccc2c1 → -0.9 | -5 | -5 | . | 0.0 | -13 | -4 | 0

Carrying on.
SMILES | F508del corr | RAD54 inh | RAD52 anneal inh | ARNT-TACC3 inh | XiGFP reactiv | esBAF inh | INS-1E GSIS act | ERAP1 inh
O=C(C[C@H]1C=C[C@H](NC(=O)Nc2ccc(C(F)(F)F)cc2)[C@@H](CO)O1)NCCN1CCCC1 | -1.6 | -8 | 1 | -18 | -0.3 | 4 | -3 | 0
O=C(OCn1nnc2ccccc2c1=O)c1ccc(O)cc1 | -1.6 | . | 3 | -1 | 0.0 | . | 13 | 3
COC(=O)C1=CO[C@@H](O[C@@H]2O[C@H](CO)[C@@H](O)[C@H](O)[C@H]2O)C2C1C=C[C@@]2(O)CO (some centres not stated) | -1.3 | 14 | -7 | 4 | -0.1 | 1 | -1 | -4
C[C@H]1CN([C@@H](C)CO)C(=O)CCCn2cc(nn2)CO[C@@H]1CN(C)Cc1ccc(C(F)(F)F)cc1 | -4.6 | 7 | 6 | -3 | 0.0 | -1 | -4 | 1
Cc1ccc(N(C(=O)CNC(=O)c2ccco2)C(C(=O)NCC2CCCO2)c2ccccc2)c(C)c1 (configuration not stated) | -2.1 | 8 | -10 | -7 | 0.1 | 2 | 0 | 5
CC(=O)Nc1ccc(C(=O)CN2C(=O)CSC2=O)cc1 | -4.5 | 4 | -7 | 17 | 0.2 | 1 | 2 | 0
CC(C)NC(=O)Nc1ccc2c(c1)C(=O)N([C@H](C)CO)C[C@@H](C)[C@H](CN(C)C(=O)NC1CCCCC1)OCCCC[C@@H](C)O2 | 1.6 | -1 | -7 | 2 | 0.1 | 5 | 0 | 0
CCC(CC)C(=O)N=C1SC2CS(=O)(=O)CC2N1CCc1ccc(OC)cc1 (configuration not stated) | 2.8 | -1 | -3 | -5 | . | -14 | -6 | -3
CCC(=O)N(C)C[C@@H]1Oc2cc(C#C[C@H](C)O)ccc2S(=O)(=O)N([C@@H](C)CO)C[C@@H]1C | -3.4 | -2 | 1 | -10 | -0.3 | 6 | 19 | 1
c1ccc(-c2cc(-c3nnco3)c3ccccc3n2)nc1 | -0.8 | 2 | -11 | -2 | 0.1 | -12 | 23 | 2
COc1ccc(CCNC(=O)c2nnn(CC(=O)Nc3c(C)cc(C)cc3C)c2N)cc1OC | -0.6 | 11 | -8 | -2 | 0.0 | -5 | -5 | 2
Cc1ccc(NC(=O)NC2CCCN2S(=O)(=O)c2ccc(Cl)cc2)cc1 (configuration not stated) | . | 2 | . | 6 | . | -2 | -15 | .
N#C[C@H]1[C@H](c2ccccc2C2=CCCC2)[C@@H](CO)N1C(=O)CN1CCOCC1 | 2.2 | . | -8 | . | 0.1 | . | 5 | 0
Cc1ccc(N2C(=O)CSC2c2cccnc2)c(Cl)c1 (configuration not stated) | 3.6 | . | -7 | -4 | 0.1 | . | 8 | -7
O=C(Nc1ccc(-c2ccccc2)cc1)[C@H]1[C@H](CO)[C@H]2Cn3c(cccc3=O)[C@H]2N1CC1CCCCC1 | -2.2 | -11 | . | . | 0.1 | 3 | 4 | .
O=C(c1cccnc1)N1CC(=O)N2[C@H](CO)[C@H](c3ccc(-c4ccccc4F)cc3)[C@@H]2C1 | 0.0 | . | -6 | . | 0.0 | . | -5 | .
CCCCC1=CC2=C(c3ccco3)C(=O)C(C)(OC(=O)c3ccc(OC)cc3)C(=O)C2=CN1Cc1ccccc1 (configuration not stated) | -1.1 | 6 | -16 | -6 | 0.0 | 3 | -6 | 1
CC/C(=C(\c1ccccc1)c1ccc(OCCN(C)C)cc1)c1ccccc1 | 4.6&-2.4 | 12&0 | 18&33 | 19&23 | 0.5&0.2 | -3&0 | . | 0&-2
C[C@@H]1CCCCO[C@H](CN(C)C(=O)Nc2ccc3c(c2)OCO3)[C@H](C)CN([C@@H](C)CO)C(=O)c2cc(NS(C)(=O)=O)ccc2O1 | -1.7 | -2 | 1 | 3 | -0.5 | 4 | 3 | 1

Entries above shown as hits in RAD52 anneal inh:
Compound	F508del corr	RAD52 anneal inh	ARNT-TACC3 inh	esBAF inh	INS-1E GSIS act	ERAP1 inh
CCN(CCN(C)C)C(=O)c1ccc2c(c1NCCO)C(=O)c1ccccc1C2=O	1.4	58*	4	.	-4	-1
